Bioassay records from PubChem BioAssay.
EWS-Fli inh = EWS/Fli transcriptional activity inhibition. 350,000 compounds, 0.67% hits. A673 NR0B1-luciferase reporter, viability-normalised. inhibition, % at 12.6 µM;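 active = mean inhibition of at least 50% after viability correction, with every replicate also passing that limit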;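 also: firefly luciferase signal divided by Alamar Blue viability fluorescence both relative to DMSO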
INS-1E GSIS act = GLuc luminescence reporter in INS-1E cells, primary screen for activators of glucose-dependent secretion of insulin | INS-1E GLuc reporter insulin secretion, 2-3 h | activation, % at 16.6 µM | 370,000 compounds, 0.61% hits | AID 743287;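 active = lowest replicate activation of at least 40%, so every replicate reaches that level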;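 also: 0% = median of neutral control wells and 100% = median of IBMX positive control wells; some compounds called inactive have numbers as strong as hits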
PAX8 reporter = lowers PAX8-driven luciferase in RMG-I cells | RMG-I TPO-luciferase reporter, SteadyGlo, 24 h | inhibition, % at 12.6 µM | 360,000 compounds, 1.2% hits;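 active = mean replicate inhibition at least 60% with every replicate also reaching 60%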;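 also: luciferase light reporting Pax8 driven TPO promoter activity; plate controls were median of neutral control wells for no effect and mitoxantrone controls for full effect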
DENV2 CPE = protects cells from dengue virus 2 cytopathic effect; DENV2-infected cells, cytopathic effect rescue, plate reader; CPE inhibition, % at 9.99 µM; 350,000 compounds, 1.7% hits; AID 651640; in the data active = CPE inhibition above about 20%, passing the limit was not always enough; tested in BHK-21 cells;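 also: 0% = median of neutral control wells and 100% = median of positive control wells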
Xi reactivation = activators of X-chromosome reactivation in mouse fibroblasts. XiGFP mouse fibroblasts, % GFP-positive cells imaging, 3 d; cells co-treated with 5-aza-dC sensitizer; scaled so ellipticine positive control = 100%. activation, % at 7.58 µM. 360,000 compounds, 0.055% hits. AID 743238;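 active = mean normalized replicate activation at least 10% and every replicate at or above 10%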;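 also: 0% = median of on-plate neutral control wells and 100% = ellipticine 6 µM median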
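System: SV40-immortalized XiGFP fibroblast cells, line 68-5-11 / Incubation: 3-day compound exposure, then 15 min fixation at room temperature / Compound: single concentration per compound, delivered by pin transfer / Buffer or medium: DMEM plus 5-aza-dC sensitizer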
F508del corr = correctors of CFTR F508del function in bronchial epithelial cells. CFBE cells, YFP halide quenching; stimulated with forskolin plus potentiator P3; % fluorescence drop versus neutral controls. activity (quench increase), % at 7.58 µM. 350,000 compounds, 0.36% hits;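 active = mean added fluorescence quench of at least 8% versus neutral control, with both replicates also reaching 8%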;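 also: cells transiently co-express mutant CFTR-F508del with the halide-sensitive YFP; corrector assay measuring rescue of mutant channel to the surface after 24 h compound exposure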
ERp5 block = ERp5 (human) disulfide isomerase inhibition | inhibition, % at 9.99 µM | 350,000 compounds, 0.05% hits | ERp5 insulin aggregation, absorbance 650 nm, 90 min | Q15084;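 active = mean replicate inhibition above about 25%, with every replicate also reaching it, limit read from the data, passing the limit was not always enough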
Target sequence (Q15084 whole entry, looked up): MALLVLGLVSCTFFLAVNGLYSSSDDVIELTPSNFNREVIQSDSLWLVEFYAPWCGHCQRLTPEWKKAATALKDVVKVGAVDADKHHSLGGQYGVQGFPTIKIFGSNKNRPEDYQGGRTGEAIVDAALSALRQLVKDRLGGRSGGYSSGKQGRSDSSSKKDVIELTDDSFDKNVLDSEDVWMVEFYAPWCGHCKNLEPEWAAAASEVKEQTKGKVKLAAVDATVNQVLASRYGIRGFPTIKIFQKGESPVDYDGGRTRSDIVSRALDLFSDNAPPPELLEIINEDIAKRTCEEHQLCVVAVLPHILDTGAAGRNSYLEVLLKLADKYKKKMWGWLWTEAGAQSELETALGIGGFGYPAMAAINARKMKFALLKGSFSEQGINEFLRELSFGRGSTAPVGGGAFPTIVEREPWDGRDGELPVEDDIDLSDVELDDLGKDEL
ARNT-TACC3 inh = ARNT/TACC3 interaction disruption | Q9Y6A5 | AlphaScreen His-ARNT PAS-B/GST-TACC3 binding, luminescence; TACC3 fragment carries E629A point mutation | inhibition, % at 9.99 µM | 390,000 compounds, 0.66% hits;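 active = mean inhibition of replicates at least 50% and at least half of replicates each reaching 50%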;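 also: 0% = complete ARNT plus TACC3 wells and 100% = ARNT alone without TACC3; many hits fall short of the cut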
* = called active by the depositor; · = no result given; ! = a repeat was not active. Only part of the results is shown (hit frequency here may not be typical).

Second line of a record – EWS-Fli inh | INS-1E GSIS act | PAX8 reporter | DENV2 CPE | Xi reactivation | F508del corr | ERp5 block | ARNT-TACC3 inh
O=C(Cc1ccccc1)NC(Oc1ccccc1Cl)C(Cl)(Cl)Cl (centres undefined)
    · | -29 | -14 | · | 0.3 | · | · | -1
O=C1CN=C(c2ccc[nH]2)c2cc(Cl)ccc2N1
    25 | 32 | 15 | -2 | 0.2 | 3.2 | 2 | -1
Clc1ccccc1NC1=NCCCS1
    -1 | 15 | -3 | -7 | 0.1 | -0.6 | 1 | -7
COC(=O)C1=C(c2cccc(C#N)c2)C[C@@H]2CC[C@H]1N2C(=O)NCC1CC1
    -10 | 6 | 8 | · | 0.1 | 2.2 | -2 | -3
O=C(NCCN1CCC2(CC1)C(=O)NCN2c1ccccc1)c1ccc(F)c(F)c1
    1 | 8 | -10 | 11 | 0.3 | -2.1 | 0 | ·
COC(=O)C1=C(c2ccc3ccccc3c2)C[C@@H]2CC[C@H]1N2C(=O)NCC1CC1
    -1 | 4 | 1 | -13 | -0.1 | 0.9 | -5 | -5
COC(=O)C1=C(c2ccc(OCc3ccccc3)cc2)C[C@@H]2CC[C@H]1N2C(=O)NCc1ccc(N(C)C)cc1
    0 | · | 0 | 14 | 0.1 | -2.3 | -1 | -4
O=C1NCN(c2ccccc2)C12CCN(C(c1nnnn1Cc1ccccc1)C1CC1)CC2 (centres undefined)
    -6 | -25 | 13 | 1 | 0.3 | 5.0 | 6 | ·
O=C1NC(=O)C(=Cc2ccc(-c3ccccc3[N+](=O)[O-])o2)C(=O)N1
    23 | 14 | -12 | -1 | 0.1 | -6.2 | -1 | 1
O=C1NC(=O)C(=Cc2ccc(N3CCOCC3)cc2)C(=O)N1
    -7 | 0 | -18 | -3 | 0.0 | 3.3 | 3 | -13
c1ccc(-c2cc(-c3ccccc3)[n+](-c3ccccc3)c(-c3ccccc3)c2)cc1
    69* | -49 | 96* | 8 | 0.6 | 0.9 | -3 | 1
COC12CCC3(CC1C(C)(O)C(C)(C)C)[C@H]1Cc4ccc(OC5OC(C(=O)O)[C@@H](O)C(O)[C@H]5O)c5c4[C@@]3(CCN1CC1CC1)C2O5 (some centres undefined)
    -4 | 7 | · | 8 | · | 1.2 | -3 | ·
O=C1NCN(c2ccccc2)C12CCN(C(c1ccccc1OC(F)(F)F)c1nnnn1Cc1ccccc1)CC2 (centres undefined)
    -6 | 2 | 32 | -4 | 0.2 | 2.7 | -6 | ·
Cc1ccc2[nH]c(C)c(CCNCc3cccnc3)c2c1
    · | -2 | 25 | -10 | 0.1 | -1.1 | -6 | 6
Cc1cc(C)[n+](CCCC[n+]2c(C)cc(C)cc2C)c(C)c1
    -3 | 1 | -19 | -3 | 0.0 | 1.7 | 1 | -6
COC(=O)[C@H]1[C@H](CO)[C@H]2Cn3c(ccc(C4=CCCC4)c3=O)[C@@H]1N2S(=O)(=O)c1cn(C)cn1
    2 | 15 | -2 | -2 | 1.7 | 0.0 | -7 | -1
CN1[C@@H](CO)[C@@H]2c3ccccc3NC[C@@H]21
    6 | 8 | 2 | -9 | -0.1 | -3.7 | 2 | 2
Cc1cccc(-n2c(O)c(/C=N/Nc3nc4c(c(=O)n(C)c(=O)n4C)n3C)c(=O)[nH]c2=S)c1
    · | 11 | -17 | · | 0.0 | · | · | 72*
CCCC(=O)NC(Oc1ccc(OC)cc1)C(Cl)(Cl)Cl (centres undefined)
    3 | 3 | 13 | 5 | 0.5 | 4.2 | 4 | -5
Cc1ccc(N=Cc2c(O)n(-c3ccc(C)cc3)c(=O)[nH]c2=O)cc1
    -5 | · | 6 | -12 | 0.0 | -3.1 | -9 | 10

The listing continues.
Second line of a record – EWS-Fli inh | INS-1E GSIS act | PAX8 reporter | DENV2 CPE | Xi reactivation | F508del corr | ERp5 block | ARNT-TACC3 inh
C=C(CC1CC(O)[C@]2(C)OC3CC4OC5C[C@]6(C)O[C@]7(C)CCC8OC9C[C@]%10(C)OC%11C(C)=CC(=O)OC%11CC%10OC9C[C@@H](C)C8OC7CC6O[C@]5(C)C/C=C\C4OC3CC2O1)C(=O)O (some centres undefined)
    -12 | · | -22 | -17 | 0.1 | -3.4 | -4 | -12
CC(C)n1c(=O)c(C=Nc2ccc(F)cc2)c(O)n(Cc2ccco2)c1=O
    9 | 12 | 13 | -1 | 0.0 | 1.1 | 2 | 4
CCn1c(P(C)(=O)O)nc2ccccc21
    · | -18 | 5 | · | -0.1 | · | · | -3
C[C@]12CCC3[C@@H](CCC4=CC(=O)CC[C@@]43C=O)C1CCC2=O (some centres undefined)
    7 | 3 | 17 | 1 | 0.0 | 1.2 | 0 | -5
CN(C)[C@@H]1C(=O)C(C(N)=O)=C(O)[C@@]2(O)C(=O)C3=C(O)c4c(O)cccc4[C@@](C)(O)[C@H]3[C@H](O)[C@@H]12
    -7 | · | -14 | -2 | 0.1 | 2.7 | 4 | 52*!
CC1(C)NC(=S)C(C)(C)N1N=O
    4 | 11 | 12 | 20 | 0.0 | 3.7 | 2 | -16
N#Cc1cccc(-c2ccc([C@@H]3[C@@H](CO)N4CCCCN(C(=O)Cc5cccnc5)C[C@@H]34)cc2)c1
    5 | 6 | -5 | 2 | 0.2 | -3.0 | -7 | 6
Cc1cc(C(=O)Nc2ccccc2)nn1C(C)(C)C
    -98 | 1 | -161 | 13 | 0.0 | -1.2 | 2 | -5
O=C(CCN1CCCCC1)Nc1ccc(Cl)cc1C(=O)c1ccccc1
    9 | -1 | -2 | -8 | 0.0 | 0.8 | 0 | 11
Cc1ccc2c(c1)N(C(=O)CCC(=O)N1CCC3(CC1)OCCO3)CCO2
    3 | 15 | -5 | 0 | 0.2 | -2.2 | 1 | 4
O=C1OCCC1C(=O)c1ccccc1 (centres undefined)
    11 | · | -14 | -6 | 0.3 | -3.9 | -10 | ·
Cc1ccc(N)c(N)c1
    -47 | -7 | · | -10 | · | 2.1 | 2 | ·
C=CCN1CC[C@]23c4c5ccc(O)c4OC2C(O)C=CC3[C@H]1C5 (some centres undefined)
    4 | -16 | · | 131* | · | -2.5 | 4 | -2
Oc1ccc(CCNCc2cc3c(cc2Br)OCO3)cc1
    4 | 3 | -16 | -5 | 0.7 | 5.9 | -1 | ·
Oc1ccc2c3c1O[C@H]1c4[nH]c5ccccc5c4C[C@@]4(O)[C@@H](C2)N(CC2CC2)CC[C@]314
    1 | · | 5 | 3 | -0.3 | -2.1 | 9 | 4
O=C1NC(=O)C(=Cc2cccs2)C(=O)N1
    -10 | 7 | -10 | -1 | -0.1 | 1.9 | 9 | -2
CCN1CCN(c2nc3c(c(=O)[nH]2)CCC3)CC1
    7 | · | -4 | 9 | 0.0 | -0.5 | 7 | -10
CCOc1ccc(N2C(=O)NC(=O)/C(=C\c3ccccc3[N+](=O)[O-])C2=O)cc1
    0 | · | -5 | -3 | 0.0 | -0.9 | · | -2
COC(=O)[C@H]1[C@H](CO)[C@H]2Cn3c(ccc(-c4ccccc4)c3=O)[C@@H]1N2CC1CCOCC1
    -4 | -1 | 0 | -4 | 0.5 | 0.3 | 2 | -5
Cc1cccc(-n2c(O)c(/C=N/N3CCOCC3)c(=O)[nH]c2=S)c1
    · | 12 | 2 | · | -0.3 | · | · | -1

Further compounds:
Second line of a record – EWS-Fli inh | INS-1E GSIS act | PAX8 reporter | DENV2 CPE | Xi reactivation | F508del corr | ERp5 block | ARNT-TACC3 inh
CNC1(c2ccc(F)cc2)CCCCC1
    4 | 6 | -3 | 1 | 0.0 | -2.6 | 5 | -10
CN1CCN(C(=O)COc2ccc(S(=O)(=O)Nc3ccc(F)cc3)cc2)CC1
    3 | 3 | 2 | 13 | -0.1 | 0.7 | 2 | -7
O=C(Cc1cccnc1)N1CCCCN2[C@H](C1)[C@H](c1ccc(C#CC3(O)CCCC3)cc1)[C@@H]2CO
    -3 | 6 | -31 | 25* | -0.1 | -2.4 | 7 | -3
NC1(C(=O)O)CCCc2ccc(N(CCCl)CCCl)cc21 (centres undefined)
    12 | · | 6 | -6 | 0.3 | 0.1 | 8 | 13
COc1cccc(CCNCc2cccc(C(F)(F)F)c2)c1
    3 | -12 | 8 | 3 | 0.1 | 0.4 | 2 | -8
COC(=O)C1=C(c2ccccc2)C[C@@H]2CC[C@H]1N2C(=O)NCc1ccco1
    -7 | 0 | -12 | -26 | 0.0 | -3.1 | -1 | 9
COc1ccc2c(c1)[C@@]13CCCCC1[C@@H](C2)NCC3 (some centres undefined)
    6 | 8 | · | 4 | · | -1.7 | 0 | ·
O=C1NC(=O)N(c2ccc3c(c2)OCO3)C(=O)/C1=C\c1ccsc1
    1 | 1 | -9 | 0 | 0.1 | 2.2 | 1 | ·
Clc1cccc(N2CCNCC2)n1
    1 | -8 | -7 | 3 | 0.0 | -2.1 | 13 | -4
C(=NC1CCCCC1)c1c[nH]c2ccccc12
    8 | 5 | -1 | -5 | 0.1 | -2.5 | 5 | ·
O=c1[nH]c(=O)n(-c2ccccc2)c(O)c1N=Nc1ccc(Br)cc1
    3 | -12 | 18 | -5 | 0.0 | -2.8 | 0 | 1
O=C(O)C1(Br)CC12c1ccccc1-c1ccccc12 (centres undefined)
    4 | 29 | -41 | -7 | 0.0 | -5.3 | 1 | 2
C[C@H]1CC2C3CC=C4C[C@@H](O)CC[C@]4(C)C3CC[C@]2(C)[C@H]1O (some centres undefined)
    0 | 36 | -2 | -2 | 0.0 | -2.6 | -4 | -5
O=C(CCc1ccc(O)cc1)N1C[C@H]2C[C@@H](C1)c1cccc(=O)n1C2
    -3 | 9 | · | -8 | · | -1.1 | 0 | ·
CC1CC=CCC12C(=O)NC(=S)NC2=O (centres undefined)
    -5 | 22 | 4 | -1 | 0.1 | -1.5 | -5 | -5
O=C1CC(=O)N(c2cccc(F)c2)C(=O)N1
    3 | 2 | 3 | 5 | 0.3 | 2.0 | 7 | -6
COC(=O)C1=C(c2ccc(OC(F)(F)F)cc2)C[C@@H]2CC[C@H]1N2C(=O)NC(C)C
    6 | · | 3 | -9 | 0.4 | -0.9 | 10 | -20
COc1ccc(CN2Cc3cnnn3-c3ccccc3C2C)cc1 (centres undefined)
    -3 | 3 | 29 | -4 | 0.0 | 0.9 | 3 | 0
O=C1C(Br)C2CCC1C2C(=O)O (centres undefined)
    -8 | -7 | · | -4 | 0.1 | -2.9 | 1 | ·
O=C(NC1CC2CCCC(C1)N2)c1ccccc1 (centres undefined)
    -5 | · | -9 | 8 | 0.0 | -0.6 | 0 | -1

Carrying on.
Second line of a record – EWS-Fli inh | INS-1E GSIS act | PAX8 reporter | DENV2 CPE | Xi reactivation | F508del corr | ERp5 block | ARNT-TACC3 inh
O=C(Cc1ccncc1)N1CCCCN2[C@H](C1)[C@@H](c1ccc(C#Cc3ccccc3F)cc1)[C@@H]2CO
    -1 | 21 | -13 | 9 | 0.0 | 0.8 | 2 | -4
Cc1cc(Cl)ccc1C(=O)C1CCCN(Cc2ccon2)C1 (centres undefined)
    0 | 8 | 21 | 5 | 0.1 | 1.6 | 6 | -6
CC(=O)O[C@@H]1[C@H]2CC[C@@H]3[C@]1(C[C@@H](OC(C)=O)[C@@]1(O)C([C@@H]4O[C@@H]4C1(C)C)[C@]3(C)O)C[C@@]2(C)O (some centres undefined)
    2 | 9 | -8 | 3 | 0.0 | -0.6 | 12 | -2
Cc1cccc(C#N)c1
    -9 | 4 | · | -9 | · | 1.5 | -6 | ·
O=c1[nH]c2ccccc2n1C1CCN(C(c2ccnc3ccccc23)c2nnnn2-c2ccc3c(c2)OCCO3)CC1 (centres undefined)
    1 | -6 | 77* | 13 | -0.1 | -1.2 | -8 | ·
